IDE act = human IDE activators in live cells, primary screen, fluorescence polarization, HEK cells, FAbeta-B substrate; Insulin-degrading enzyme (Homo sapiens), P14735; FAbeta-B cleavage; 0% vehicle, 100% cell-free pure enzyme wells; activation, % at 5.96 µM; 0.073% of 340,000 active; AID 493087, 2011;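 active means activation above the mean of all tested compounds plus 3 SD, set per screening campaign, cut at about 17% in these data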
Target sequence (P14735 whole entry, looked up): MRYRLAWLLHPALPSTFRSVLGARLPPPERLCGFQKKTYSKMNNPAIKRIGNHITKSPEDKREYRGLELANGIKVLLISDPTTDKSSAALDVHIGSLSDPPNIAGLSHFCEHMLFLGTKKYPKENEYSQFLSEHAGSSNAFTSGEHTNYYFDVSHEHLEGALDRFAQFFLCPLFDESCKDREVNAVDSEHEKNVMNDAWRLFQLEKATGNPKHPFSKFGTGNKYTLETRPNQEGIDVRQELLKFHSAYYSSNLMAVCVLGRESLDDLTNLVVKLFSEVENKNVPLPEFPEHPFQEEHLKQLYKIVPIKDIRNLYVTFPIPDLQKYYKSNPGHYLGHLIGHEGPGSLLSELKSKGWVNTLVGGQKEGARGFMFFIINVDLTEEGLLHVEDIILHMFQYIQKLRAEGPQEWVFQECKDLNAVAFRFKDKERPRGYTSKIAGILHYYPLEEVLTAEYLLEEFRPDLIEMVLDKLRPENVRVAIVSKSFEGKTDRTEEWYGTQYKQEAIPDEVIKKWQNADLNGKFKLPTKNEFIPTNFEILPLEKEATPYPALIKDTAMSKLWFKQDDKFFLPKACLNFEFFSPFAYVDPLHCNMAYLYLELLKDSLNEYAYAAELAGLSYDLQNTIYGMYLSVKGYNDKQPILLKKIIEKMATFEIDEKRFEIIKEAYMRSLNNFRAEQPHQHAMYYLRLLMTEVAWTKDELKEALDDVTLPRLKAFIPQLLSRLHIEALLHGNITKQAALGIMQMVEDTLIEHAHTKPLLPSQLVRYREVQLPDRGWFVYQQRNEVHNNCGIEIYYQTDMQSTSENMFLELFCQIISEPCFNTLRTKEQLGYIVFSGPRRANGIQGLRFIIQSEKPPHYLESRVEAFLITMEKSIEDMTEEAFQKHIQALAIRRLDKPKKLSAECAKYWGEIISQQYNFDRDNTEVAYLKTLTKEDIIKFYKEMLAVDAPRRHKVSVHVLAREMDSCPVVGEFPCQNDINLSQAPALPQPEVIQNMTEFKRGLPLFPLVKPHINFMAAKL
IDE cell inh = human IDE inhibitors in live cells, primary screen, fluorescence polarization, HEK cells, FAbetaB substrate | Insulin-degrading enzyme (Homo sapiens), P14735 | FAbetaB cleavage | inhibition, % at 5.59 µM | 0.41% of 320,000 active | AID 434962, 2010;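 active means percent inhibition above the average of all tested compounds plus 3 SD, set per screening campaign, cut at about 16% in these data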;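 further: IDE supplied by intact live HEK cells; FP after avidin binding of uncleaved biotin substrate so inhibition keeps polarization high; 0% = DMSO wells and 100% = 60 µM reference IDE inhibitor Ii1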
* marks the source's active call; other numbers are inactive results. Not all compounds are listed; rates above refer to the full screens.

For N#CCc1c(C#N)c(N)nc(N2CCOCC2)c1C#N the results were IDE act 0 and IDE cell inh -1.
Screening COc1cc2c(-c3ccc4cc[nH]c4c3)c(-c3ccsc3)oc(=O)c2cc1OC returned IDE act -1 and IDE cell inh 1.
For Nc1nccnc1C(=O)OCC(=O)C12CC3CC(CC(C3)C1)C2 the results were IDE act 6 and IDE cell inh -4.
Cc1noc(C)c1CSCC(=O)Nc1nc(-c2ccc(F)c(F)c2)cs1 was read as IDE act -5 and IDE cell inh 5.
`O=C(COC(=O)c1nc(Cl)ccc1Cl)Nc1ccc(Cl)cc1` gave IDE act -3 and IDE cell inh -4.
For CN(C(=O)CSc1nc2sc3c(c2c(=O)n1C)CCC3)C1CCS(=O)(=O)C1 (stereo not given) the results were IDE act -4 and IDE cell inh 4.
Screening CCOc1ccc(CN(C)C(=O)c2ccc(S(=O)(=O)N(C)c3ccccc3OC)cc2)cc1 returned IDE act 3 and IDE cell inh -2.
Screening COc1cc(NCc2ccccc2)c2ncn(Cc3ccccc3)c2c1 returned IDE act 2 and IDE cell inh 3.
Cc1cc(NC(=O)CN2C(=O)NC(c3ccccc3)(c3ccc(C)c(C)c3)C2=O)no1 (stereo not given) was read as IDE act 3 and IDE cell inh -3.
CCOC(=O)[C@@H]1[C@H]2COc3ccc(Br)cc3[C@H]2N2C(=O)N(c3ccc(C)cc3)C(=O)[C@@]12C was read as IDE act 6 and IDE cell inh 2.
Screening CSc1nc(N)nc2c1ncn2CC(=O)N[C@H](CO)Cc1c[nH]c2ccccc12 returned IDE act 5 and IDE cell inh -6.
COc1ccc(/C=C/C(=O)OCC(=O)NCc2ccccc2)cc1OC was read as IDE act 4 and IDE cell inh -2.
`CCNc1nc(NCC)n2c(SCC(=O)Nc3ccccc3OC(F)F)nnc2n1` gave IDE act 3 and IDE cell inh 4.
CCN(Cc1ccccc1)S(=O)(=O)c1ccc(C(=O)N(CCCN(C)C)c2nc3cc(OC)ccc3s2)cc1 was read as IDE act 1 and IDE cell inh -1.
OCC[C@@H]1C[C@@H](O)[C@H](O)[C@@]2(CCCO2)O1 was read as IDE act -5 and IDE cell inh -2.
For COc1ccccc1NC(=S)NC1CCCC1 the results were IDE act 2 and IDE cell inh 1.
`C[C@H]1CN([C@@H](C)CO)C(=O)Cc2cc(NC(=O)Cc3ccccc3)ccc2O[C@H]1CN(C)C(=O)Nc1cccc2ccccc12` gave IDE act 3 and IDE cell inh 4.
COc1ccccc1NC(=O)Nc1nc(CC(=O)N2CCN(c3ccc(F)cc3)CC2)cs1 was read as IDE act -2 and IDE cell inh 2.
For O=C(NC(Cc1cccc(F)c1)C(=O)O)C1CCCCC1 (stereo not given) the results were IDE act 3 and IDE cell inh 1.
Screening O=C(CNc1cccc(S(=O)(=O)N2CCCC2)c1)Nc1cccc(C(F)(F)F)c1 returned IDE act -2 and IDE cell inh 1.
`CCc1nnc(NC(=O)C2CCN(c3ncnc4sc(C)c(C)c34)CC2)s1` gave IDE act 0 and IDE cell inh 4.
COC(=O)c1c(C)[nH]c(C(=O)CN2C(=O)C3CC=CCC3C2=O)c1C (stereo not given) was read as IDE act -1 and IDE cell inh -2.
O=C(Cc1ccc(Cl)cc1)NCCS(=O)(=O)N1CCN(c2ccccc2F)CC1 was read as IDE act 4 and IDE cell inh -3.
For COc1ccc(N2CCN(C(CNC(=O)c3ccco3)c3ccco3)CC2)cc1 (stereo not given) the results were IDE act -1 and IDE cell inh -3.
Screening COc1ccccc1C(=O)NC(=O)COC(=O)c1cnc(C)cn1 returned IDE act 13 and IDE cell inh -1.
Cc1ccc(S(=O)(=O)NCCCNS(=O)(=O)c2ccc(C)cc2)cc1 was read as IDE act 2 and IDE cell inh 3.
Cc1cccc(NS(=O)(=O)c2cccc(C(=O)NCc3ccccc3CN3CCOCC3)c2)c1 was read as IDE act 3 and IDE cell inh -4.
`CCN1CCN(c2ccc(S(=O)(=O)N3CCOCC3)cc2NC(=O)c2ccccc2SC)CC1` gave IDE act 0 and IDE cell inh 1.
For O=C(CCc1ccccc1)Nc1cc2c3c(c1)CC(=O)N3CCC2 the results were IDE act 2 and IDE cell inh 4.
For CN(CCOc1ccc(Cl)cc1)C(=O)C1=CC=CN2CCS(=O)(=O)N=C12 the results were IDE act 0 and IDE cell inh 10.
Screening Cc1ccc2ncccc2c1 returned IDE act 4 and IDE cell inh -4.
Screening C[C@H](CO)N1C[C@H](C)[C@@H](CN(C)CC2CCCCC2)Oc2ccc(NC(=O)CCN3CCOCC3)cc2C1=O returned IDE act 1 and IDE cell inh 3.
For CC1CC(C)CN(C(=O)CSc2ncnc3sccc23)C1 (stereo not given) the results were IDE act -6 and IDE cell inh -3.
Screening CCc1noc(C)c1C(=O)Nc1nc2ccc(S(C)(=O)=O)cc2s1 returned IDE act 1 and IDE cell inh -3.
Screening N#Cc1cccc(NC(=O)CSc2nnc(C3CC3)n2C2CC2)c1 returned IDE act 2 and IDE cell inh 1.
Screening COc1ccc(/C=N/OCC(=O)OCC(=O)N(C)c2ccccc2)cc1 returned IDE act 3 and IDE cell inh 6.
Screening CC[C@@]1(C(=O)OC)N[C@H](CN(C)S(=O)(=O)c2ccc(OC(F)(F)F)cc2)[C@@H]2C(=O)N(C)C(=O)[C@@H]21 returned IDE act 1 and IDE cell inh 5.
Screening CSc1ncccc1C(=O)N1CCN(S(=O)(=O)c2ccc3c(c2)OCCO3)CC1 returned IDE act 0 and IDE cell inh 2.
N#CCC(=O)Nc1ccc(C(=O)NNC(=O)c2ccccc2-n2cccc2)cc1 was read as IDE act 7 and IDE cell inh 4.
CC1CCN(C(=O)CN2C(=O)NC3(CCCCCC3)C2=O)CC1 was read as IDE act -1 and IDE cell inh 6.
For O=C(Nc1ccc(Cl)c(S(=O)(=O)N2CCCC2)c1)c1cc(=O)[nH]c2ccccc12 the results were IDE act 5 and IDE cell inh 5.
COC(=O)c1c(-c2ccc(S(C)(=O)=O)cc2)sc2ccc(OC)cc12 was read as IDE act 1 and IDE cell inh 1.
Screening COc1ccc(NC(=O)CN(C)C(=O)c2c(-c3ccccc3Cl)noc2C)cc1 returned IDE act 5 and IDE cell inh -4.
COc1cc(C(=O)NCCCN2CCCC2=O)cc(Br)c1OCc1ccccc1 was read as IDE act 0 and IDE cell inh -1.
`CCCN(CC(=O)Nc1ccccc1OC)C(=O)C1CCCC1` gave IDE act 1 and IDE cell inh 3.
COc1ccc(OC)c(C(=O)COC(=O)C(CCSC)NC(=O)COc2ccccc2)c1 (stereo not given) was read as IDE act 5 and IDE cell inh -2.
`O=C(COC(=O)c1cc(S(=O)(=O)N2CCOCC2)ccc1F)NCc1ccc2c(c1)OCO2` gave IDE act -4 and IDE cell inh 2.
CCC(C(=O)OCC(=O)N(C)c1c(N)n(Cc2ccccc2)c(=O)[nH]c1=O)c1ccccc1 (stereo not given) was read as IDE act 1 and IDE cell inh 7.
`COc1ccc(NC(=O)Nc2cccc3c2O[C@H](CN(C)S(=O)(=O)c2c(C)noc2C)[C@@H](C)CN([C@H](C)CO)C3=O)cc1` gave IDE act 2 and IDE cell inh 1.
CCOC(=O)C1=C(COC(=O)COc2ccc(C(C)=O)cc2)NC(=O)NC1C (stereo not given) was read as IDE act 3 and IDE cell inh 1.
`COc1ccc(CCNC(=O)c2cccc(S(=O)(=O)NC(C)c3ccccc3)c2)cc1` (stereo not given) gave IDE act -1 and IDE cell inh 2.
Screening NC(=O)c1ccsc1NC(=O)CCS(=O)(=O)c1ccc(F)cc1 returned IDE act 3 and IDE cell inh 2.
Cc1csc(=O)n1CCC(=O)OCC(=O)NCc1ccc(Cl)cc1Cl was read as IDE act 2 and IDE cell inh 2.
Screening CCN1C(=O)[C@@H]2[C@@H](c3ccc(-c4ccc5c(c4)OCO5)cc3)N3CCCC[C@@]3(C(=O)OC)[C@@H]2C1=O returned IDE act 2 and IDE cell inh 6.
C[C@@H](NC(=O)c1nc[nH]c1C(=O)NC1CCN(C(=O)OC(C)(C)C)CC1)c1ccccc1 was read as IDE act 4 and IDE cell inh -6.
COc1ccc(Cl)cc1NC(=O)CN(C)CC(=O)N1CC(=O)Nc2ccccc21 was read as IDE act -3 and IDE cell inh 1.
Screening Cc1ccc(S(=O)(=O)N2CCN(C(=O)COc3ccc(Br)cc3)CC2)cc1 returned IDE act 2 and IDE cell inh 5.
Screening CCOC(OCC)c1cc2ccccc2cn1 returned IDE act -1 and IDE cell inh 0.
COc1cc2c(cc1OC)CN(C(=O)c1ccc(Cl)c(S(=O)(=O)N3CCCC3)c1)CC2 was read as IDE act 4 and IDE cell inh 1.
`CC(C)(C)c1ccccc1NC(=O)CN1C(=O)NC2(CCCCCC2)C1=O` gave IDE act 5 and IDE cell inh 2.
For Cc1noc(C)c1C(=O)OCC(=O)NCc1ccc(Cl)cc1 the results were IDE act 3 and IDE cell inh 5.
CCOc1ccc(C(=O)NC(=S)Nc2cc(C)ccn2)cc1[N+](=O)[O-] was read as IDE act 12 and IDE cell inh -3.
Screening Cc1cccnc1NC(=O)CN1C(=O)NC(C)(c2ccc3ccccc3c2)C1=O (stereo not given) returned IDE act 1 and IDE cell inh 5.
Screening CCOc1cc(N2CCOCC2)c(OCC)cc1NC(=O)COC(=O)CCOc1cc(C)ccc1C returned IDE act 4 and IDE cell inh -5.
`COc1cccc(C(=O)NCCN2CCN(c3ccc(Cl)cc3)CC2)c1` gave IDE act 1 and IDE cell inh 2.
`Cc1ccc(SCC(=O)OCC(=O)NC2CCCCCCC2)cc1` gave IDE act 5 and IDE cell inh 0.
For CO[C@@]12[C@H](COC(N)=O)C3=C(C(=O)C(C)=C(N)C3=O)N1C[C@@H]1N[C@@H]12 the results were IDE act 8 and IDE cell inh 1.
CCN(CC(=O)Nc1c(F)cccc1F)C(=O)c1ccc(S(=O)(=O)NCc2ccco2)cc1 was read as IDE act -1 and IDE cell inh 0.
Screening COc1ccc(OC)c(S(=O)(=O)NC2CC(=O)N(c3cccc(F)c3)C2)c1 (stereo not given) returned IDE act -3 and IDE cell inh 5.
`CN(CC(=O)Nc1cccc(F)c1)C(=O)c1cc([N+](=O)[O-])ccc1N1CCOCC1` gave IDE act 1 and IDE cell inh 6.
Screening Cc1c(CCCC(=O)O)sc(N)c1C(=O)c1cccc(C(F)(F)F)c1 returned IDE act 0 and IDE cell inh 4.
For N#Cc1ccc(NC(=S)NC(=O)C2CCCCC2)cc1 the results were IDE act 9 and IDE cell inh -2.
For Cc1cc2nc(N3CCN(C(=O)c4ccco4)CC3)sc2cc1C the results were IDE act -12 and IDE cell inh 22*.
For CCC1(C)NC(=O)N(CC(=O)N2CCN(c3cccc(Cl)c3)CC2)C1=O (stereo not given) the results were IDE act 3 and IDE cell inh -4.
`COc1ccc(C(=O)Nc2ccc(Cl)cn2)cc1S(=O)(=O)N1CCCC1` gave IDE act 2 and IDE cell inh -4.
For Cn1c(NCc2ccccc2Cl)nc2ccccc21 the results were IDE act -1 and IDE cell inh 6.
`CCCn1c(=O)c2[nH]c(-c3ccc(S(=O)(=O)O)cc3)nc2n(CCC)c1=O` gave IDE act 6 and IDE cell inh -3.
`CNc1snc(C)c1C(=O)OC(C)C(=O)c1ccc(F)cc1` (stereo not given) gave IDE act -1 and IDE cell inh -4.
Screening COc1ccc(CNS(=O)(=O)c2ccc(C)cc2)cc1 returned IDE act 6 and IDE cell inh 3.
Screening CC1CC(C)CN(S(=O)(=O)c2ccc(NC(=O)[C@@H]3CCCN3C(=O)c3cccs3)cc2)C1 (stereo not given in full) returned IDE act 2 and IDE cell inh -4.
Screening O=S(=O)(NCc1cccs1)c1ccccc1Cl returned IDE act 7 and IDE cell inh -8.
For Cc1ccc(O)c(N=Nc2nccs2)c1 the results were IDE act -9 and IDE cell inh -2.
For Cc1ccc(N(C)S(=O)(=O)c2cccc(C(=O)OCC(=O)N3CCCC(C)C3)c2)cc1 (stereo not given) the results were IDE act 4 and IDE cell inh 6.
O=C1OC[C@@H]2CCCN2C(=O)[C@@H](CC(=O)N(CCO)Cc2ccccc2)C/C=C\CC[C@H]1Cc1ccc(F)cc1 was read as IDE act 7 and IDE cell inh 4.
CC(=O)c1cccc(NC(=O)c2cc(-c3ccncc3)nc3ccccc23)c1 was read as IDE act 4 and IDE cell inh 2.
For CN(CC(=O)Nc1ccc(Cl)c(C(F)(F)F)c1)C(=O)c1ccc(N2CCOCC2)c([N+](=O)[O-])c1 the results were IDE act 5 and IDE cell inh 0.

Screens (PubChem BioAssay)
